# FXN GAA850 act: frataxin GAA850 promoter activation. AID 540364. activation, % at 6 µM. 360,000 compounds, 0.56% hits. HEK293 lucGAA850 FXN promoter luciferase reporter, 24 h; percent of 10 µM SAHA response;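 active = activation above the average of all compounds screened plus 3 SD, cutoff fixed separately per campaign, cut at about 7.5% in these data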;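 also: 0% = DMSO wells and 100% = 10 µM SAHA wells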
# DAX1 inh-1: blocks DAX1 repression of SF-1 activated StAR promoter. HEK293T StAR-luciferase reporter, SF-1/DAX-1 repression relief. inhibition, % at 6.8 µM. 370,000 compounds, 1.1% hits. AID 652010;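 active = inhibition above the mean over all tested compounds plus 3 SD, cut at about 3.6% in these data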;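 also: 0% = DAX-1 cells with DMSO and 100% = cells lacking DAX-1 with DMSO; higher inhibition means more luminescence from relief of DAX-1 repression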
# ADAM10 inh: inhibitors of human ADAM10. O14672. recombinant ADAM10, EDANS/DABCYL FRET peptide cleavage, 3 h. inhibition, % at 7 µM. 370,000 compounds, 0.62% hits. AID 720582;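 active = inhibition above a per-campaign cutoff equal to the mean of compounds falling between control-based bounds plus 3 SD, cut at about 20% in these data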;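 also: 0% = DMSO wells while the 100% control is not disclosed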
# Target sequence (O14672 214-748 limits assumed): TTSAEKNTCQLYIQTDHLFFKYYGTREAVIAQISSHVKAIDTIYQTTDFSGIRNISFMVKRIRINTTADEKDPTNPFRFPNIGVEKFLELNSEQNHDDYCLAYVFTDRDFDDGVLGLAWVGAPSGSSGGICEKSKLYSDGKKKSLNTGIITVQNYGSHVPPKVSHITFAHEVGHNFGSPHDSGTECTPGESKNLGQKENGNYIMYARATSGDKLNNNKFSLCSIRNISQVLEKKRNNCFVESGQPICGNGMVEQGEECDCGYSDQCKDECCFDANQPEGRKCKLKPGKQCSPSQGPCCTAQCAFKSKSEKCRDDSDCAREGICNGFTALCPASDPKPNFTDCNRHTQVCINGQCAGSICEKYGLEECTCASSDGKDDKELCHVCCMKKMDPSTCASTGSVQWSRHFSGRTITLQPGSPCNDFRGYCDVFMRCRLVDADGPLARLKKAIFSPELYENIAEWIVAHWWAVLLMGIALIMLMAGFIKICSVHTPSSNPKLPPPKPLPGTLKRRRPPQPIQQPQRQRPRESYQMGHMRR
# hgDAF-12 ag: agonists of H. glycines DAF-12 nuclear receptor | HEK293 GAL4-hgDAF12 UAS-luciferase reporter, agonist luminescence; normalized to butyrate control | activation, % at 6.8 µM | 370,000 compounds, 1.8% hits;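 active = activation above a cutoff set at the mean of all screened compounds plus 3 SD, cut at about 10% in these data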;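 also: 0% = DMSO wells and 100% = sodium butyrate wells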
# DAX1 inh-2: NR0B1 (DAX1) inhibition; HEK293 Gal4-DAX1 luciferase reporter, luminescence; 340,000 compounds, 0.99% hits; P51843; inhibition, % at 6.75 µM; AID 504766;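 active = inhibition above the mean over all tested compounds plus 3 SD, cut at about 4.2% in these data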;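 also: 0% = DAX1-transfected cells with DMSO and 100% = empty-vector control cells with DMSO; inhibition shows as a rise in luminescence from relieved DAX1 repression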
# Target sequence (P51843 207-470 limits assumed): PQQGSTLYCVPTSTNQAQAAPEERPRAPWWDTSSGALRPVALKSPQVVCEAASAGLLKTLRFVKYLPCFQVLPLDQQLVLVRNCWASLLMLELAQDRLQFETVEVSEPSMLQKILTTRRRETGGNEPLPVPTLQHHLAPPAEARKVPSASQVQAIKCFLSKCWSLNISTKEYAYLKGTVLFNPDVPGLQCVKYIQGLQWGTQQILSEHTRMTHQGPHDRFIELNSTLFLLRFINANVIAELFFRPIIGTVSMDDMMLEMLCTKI
# PLC-beta3 inh: inhibitors of human phospholipase C beta3; inhibition, % at 12.2 µM; Purified PLC-beta3, fluorogenic substrate, fluorescence; 370,000 compounds, 0.18% hits; AID 720704; Q01970; in the data active = inhibition above about 11%;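 also: 0% = median of compound wells on plate and 100% = full blocker control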
# hcDAF12 agonist: activators of H. contortus DAF-12 nuclear receptor; HEK293 hcDAF-12 lit1-tk-luc reporter, luminescence; 0% DMSO, 100% Δ7-dafachronic acid; activation, % at 6.8 µM; 370,000 compounds, 1.4% hits;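 active = activation above the mean of all tested compounds plus 3 SD, cut at about 5.5% in these data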;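 also: 100% = response to 3 µM Δ7-dafachronic acid high control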
# ssDAF-12 act: activators of S. stercoralis DAF-12 nuclear receptor; activation, % at 6.8 µM; HEK293 ssDAF-12/GRIP1 lit1-tk-luc reporter, luminescence; % of 3 µM dafachronic acid response; 370,000 compounds, 1% hits; AID 652126;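 active = activation above the mean over all tested compounds plus 3 SD, cut at about 0.9% in these data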;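 also: 0% = DMSO-only wells and 100% = 3 µM delta7-dafachronic acid wells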
# HGIII-sPLA2 inh: Inhibits HGIII-sPLA2 liposome hydrolysis, primary screen; QFRET BODIPY PC-A2 liposome hydrolysis, fluorescence; 370,000 compounds, 0.56% hits; AID 743126; inhibition, % at 12.2 µM; Q9NZ20;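 active = inhibition above mean plus 3 SD of compounds lying within the high and low control bounds, cut at about 19% in these data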;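 also: 0% = median of test compound wells and 100% = no enzyme DMSO wells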
# ADAM17 inh: inhibitors of human ADAM17. P78536. recombinant ADAM17, EDANS/DABCYL FRET peptide cleavage. inhibition, % at 6.95 µM. 370,000 compounds, 0.83% hits;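 active = inhibition above the mean of compounds lying between control limits plus 3 SD, set per campaign, cut at about 8.5% in these data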;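 also: 0% = DMSO-only wells as the low control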
# PLCg1 inh: PLC-gamma1 (human) inhibition, primary screen; inhibition, % at 12.2 µM; 370,000 compounds, 0.84% hits; purified PLC-gamma1, fluorogenic substrate, fluorescence; in the data active = inhibition above about 9.5%
# Starred values were filed as active, the others as inactive; i = inactive; . = not tested or not shown. No enrichment for hits (roughly 6.9% active in at least one column).
item	SMILES	FXN GAA850 act	DAX1 inh-1	ADAM10 inh	hgDAF-12 ag	DAX1 inh-2	PLC-beta3 inh	hcDAF12 agonist	ssDAF-12 act	HGIII-sPLA2 inh	ADAM17 inh	PLCg1 inh
1	CC(CSc1n[nH]c(=S)s1)c1ccccc1 (centres undefined)	1.5	-0.2	-5	0.0	1.5	0	-1.9	-1.2	15	-3	-4
2	CCOCCCNS(=O)(=O)c1ccc(NC(=O)Cc2c(F)cccc2Cl)cc1	-1.6	0.0	0	2.5	-0.5	2	0.7	-1.6	-16	1	-3
3	Cc1cccc(CNC(=O)C2CCC(=O)N(CCCc3ccccc3)C2)c1 (centres undefined)	-0.8	-0.3	-6	-0.8	-1.3	1	-1.7	-1.3	-6	-3	-1
4	O=[N+]([O-])c1cccc(S(=O)(=O)/N=C(/Nc2ccccc2)c2ccccc2)c1	2.2	-1.5	-6	-0.8	-0.1	-4	-0.3	-1.1	-6	-1	0
5	CC(=O)c1ccc(NC2OC(C)C(O)C(O)C2O)cc1 (centres undefined)	0.2	-0.2	9	-0.4	-1.8	4	-1.3	-0.9	9	-2	5
6	CC1=C(C(=O)OCC(C)C)C(c2ccsc2)NC(=O)N1 (centres undefined)	-0.3	-0.4	-1	-0.6	0.4	1	-1.5	-1.7	-1	-1	1
7	COC(=O)C[C@H]1c2cc(F)cc(F)c2S(=O)(=O)N1C1CCN(Cc2ccccc2)CC1	0.4	-0.4	-6	0.1	0.1	-4	-0.5	-1.2	-7	-3	-5
8	O=C(Nc1cccc(-n2cnnn2)c1)c1ccncc1	3.0	0.4	12	2.0	1.1	-3	-0.6	-1.2	-2	-3	-3
9	Cc1cccc(C)c1N1CCc2cn[nH]c21	-0.5	-0.9	4	3.0	0.5	1	1.0	-1.1	-1	1	4
10	COc1ccc(C2SCC(=O)N2C)cc1 (centres undefined)	1.8	0.1	3	-0.6	-0.6	5	-1.8	-0.1	5	1	2
11	CC(=O)OC[C@]12CC[C@H]3[C@@](C)(CC[C@H]4C(C)(C)CCC[C@]34C)[C@@H]1CC(C1=CC(=O)OC1O)O2 (some centres undefined)	-15	-7.5	-1	-18	.	2	-8.1	-4.0	-12	5	6
12	CCOC(=O)Nc1ccc(S(=O)(=O)NCCCN2CCOCC2)cc1	3.2	-0.7	0	-1.8	0.7	3	-1.4	-0.5	0	3	4
13	O=C(O)c1ccc(NC(=O)C2(c3ccccc3)CCOCC2)cc1	3.1	-0.5	1	3.2	0.1	1	-1.1	-1.0	-2	-4	1
14	COc1ccc(-c2c(Sc3ccccc3)c3cc(-c4ccc5c(c4)OCO5)ccc3n2C)cc1	.	-0.2	1	-0.2	.	-2	-0.4	-1.3	6	-4	2
15	CCOC(=O)C1CCCN(c2nc3c(C)cccn3c(=O)c2/C=C(\C#N)C(=O)NCc2ccco2)C1 (centres undefined)	-1.1	0.2	i	1.6	1.2	-375	-1.1	-2.1	15	i	-392
16	CCn1c(Cc2cccc3ccccc23)nnc1SCC(=O)Nc1nccs1	-0.3	-1.4	-3	-1.1	-1.2	-1	-2.0	-1.7	-11	-2	-1
17	CCN(CC)C(=O)CSC1=Nc2ccccc2C2=NC(c3ccccc3)C(=O)N12 (centres undefined)	0.4	0.7	-404	-0.3	0.7	-23	-1.0	-1.2	-2	-92	-22
18	CCc1ccc(C(=O)C(C)OC(=O)CN2C(=O)NC3(CCCC3)C2=O)cc1 (centres undefined)	0.8	0.2	-5	1.9	-1.9	-7	0.4	-1.2	2	2	3
19	COc1ccccc1NC(=S)NC12CN3CN(CN(C3)C1)C2	0.9	-0.1	-9	-1.1	0.0	-3	-0.1	-0.7	3	-5	3
20	COCc1nnc(NC(=O)CCCOc2ccccc2)s1	-0.3	0.0	1	2.2	-0.9	4	-2.5	-1.1	0	1	-1
21	Cc1ccc2c(Cl)c(C(=O)NCCCn3ccnc3)sc2c1	-0.1	-1.2	8	2.9	0.8	3	-2.1	-1.1	-25	-1	-1
22	COc1cc(COCC(O)CN2CCN(Cc3ccc4c(c3)OCO4)CC2)cc(OC)c1OC (centres undefined)	0.3	-0.2	-2	-3.2	-0.1	-2	-0.3	-0.5	1	-3	0
23	Cc1c2ccccc2cc(Cc2ccccc2)[n+]1C	0.6	-0.9	-41	0.6	-1.3	-12	2.1	-0.4	-8	-15	-4
24	Cc1ccc(-c2c3c(nc4sc(C(N)=O)c(N)c24)CCC3)cc1	-3.9	-0.7	-7	2.7	1.2	i	-0.6	-1.5	5	-4	i
25	CNc1ccccc1NC(=O)CCn1c(=S)oc2ccccc21	-0.2	0.0	6	0.7	-1.9	-5	-0.9	-1.5	0	0	-1
26	CN(Cc1ccco1)C(=O)CCc1nc2sc3c(c2c(=O)[nH]1)CCCC3	4.1	-1.4	-38	-1.1	1.7	-22	-0.2	-1.4	-5	-12	-7
27	CCOC(=O)N1CCN(C(=O)CCNS(=O)(=O)c2ccc(C)c(C)c2)CC1	-2.2	2.1	3	1.4	0.5	1	-1.9	-1.1	2	0	2
28	CCCCCCNC(=O)C1CSCCS(=O)(=O)N1Cc1ccc(C)cc1 (centres undefined)	.	0.5	-2	-0.6	.	6	0.4	-1.0	8	3	2
29	O=C(O)c1cccc(-n2c(O)c(C=C3N=c4ccccc4=N3)sc2=S)c1	0.8	0.5	-58	3.5	-2.0	-140	3.5	-0.3	-14	-23	-100
30	COC(=O)c1ccc(C2/C(=C(/O)c3ccc(Cl)cc3)C(=O)C(=O)N2C2CCS(=O)(=O)C2)cc1 (centres undefined)	0.5	-0.1	5	2.1	2.3	-6	1.1	-0.9	-1	0	-1
31	NN1C(=O)/C(=C2/Sc3ccccc3N2CCCS(=O)(=O)O)SC1=S	1.0	-0.1	3	4.6	1.8	-5	0.2	-0.7	-2	2	-4
32	CSc1ccccc1OCc1cc(C(=O)NCC(C)Oc2cccnc2)no1 (centres undefined)	0.3	-0.3	-18	-1.6	-0.3	-4	-2.0	-1.5	-7	-5	-4
33	N/C(=N\OC(=O)c1ccc2ccccc2c1)c1ccccn1	-7.3	0.4	-44	-11	-4.6	-7	-2.2	-2.1	-4	-16	-5
34	CCN(CC(=O)N1CCOCC1)S(=O)(=O)c1ccccc1	-1.6	0.1	-3	2.2	1.3	3	-3.4	-1.1	1	4	2
35	Cc1cccc(/C=N/NC(=O)c2cc(Br)ccc2O)n1	1.2	0.6	-24	5.2	0.6	-23	2.2	-0.8	-5	-5	-14
36	COc1ccccc1CNC(=O)COc1ccccc1C(=O)c1cnn(-c2ccccc2)c1	1.3	1.1	-3	5.6	0.6	-24	1.5	-0.2	2	0	-14
37	CCOC(=O)C1CCN(S(=O)(=O)c2ccc(OCC(=O)OC)cc2)CC1	-3.3	0.3	-4	-0.8	0.5	-1	-2.3	-1.0	1	-2	3
38	O=C(N/N=C/c1cc([N+](=O)[O-])ccc1O)/C(=C\c1cccs1)NC(=O)c1ccccc1	-1.1	0.3	12	1.0	0.4	-5	2.7	-1.1	-6	4	-1
39	COc1ccc(OC)c(N=Cc2c(O)c3ccccc3oc2=O)c1	1.8	0.3	2	2.0	0.2	-20	-1.6	-0.5	-6	-1	-9
40	CCCCn1c(CCC(=O)O)nc2cc(S(=O)(=O)N(CC)CC)ccc21	2.2	-0.2	-2	-1.3	-1.3	-10	-2.6	-1.7	4	-6	-5
41	N#Cc1ccc(CSc2nc3sc4c(c3c(=O)n2-c2ccc(Br)cc2)CCCC4)cc1	.	-0.2	3	-1.3	.	-5	-1.2	-0.9	14	1	2
42	Cc1cc(OC(C)C(=O)NCc2cccnc2)c2c(C)c(C)c(=O)oc2c1 (centres undefined)	0.5	-2.2	-66	1.6	-1.1	-32	-0.8	-0.6	0	-23	-16
43	O=c1[nH]c(C2CCN(S(=O)(=O)c3cccc([N+](=O)[O-])c3)CC2)nc2c1nnn2Cc1ccccc1	-2.3	-0.4	3	1.4	-0.3	-3	0.2	-1.2	-8	0	3
44	CN(Cc1cccc(Cl)c1Cl)C(=O)c1cccc(S(=O)(=O)N2CCN(Cc3ccccc3)CC2)c1	-0.4	-6.4	18	-6.9	-0.2	-7	-4.5	-1.5	-18	7	2
45	CC(=O)c1ccc(S(=O)(=O)NCCOc2ccccc2)cc1	0.7	0.3	-4	2.5	0.3	-1	-0.7	-0.2	-6	0	1
46	COc1ccc(NC(=S)NC(=O)/C=C/c2ccco2)c(OC)c1	-0.2	0.6	8	-0.2	1.3	2	-1.9	-0.6	4	7	3
47	COc1ccccc1N1CCN(C(=O)CCCN2C(=O)c3cccc4cccc(c34)C2=O)CC1	-1.3	-0.8	-33	-5.8	-1.1	3	-3.7	-2.3	-4	-8	4
48	COC(=O)C1=C(C)N(Cc2ccccc2C(F)(F)F)C(=NCc2ccc3c(c2)OCO3)NC1c1ccc(C(F)(F)F)cc1 (centres undefined)	.	0.4	2	4.4	.	1	-0.1	-0.8	0	1	4
49	O=C(Nc1cccc(S(=O)(=O)NC2=NCCC2)c1)c1cc(-c2ccccn2)nc2ccccc12	0.0	-0.3	1	-1.9	-2.2	-6	-1.1	-1.5	-13	-1	1
50	O=C(c1ccccc1-c1ncc[nH]1)N1CCCC(Nc2ccc(F)cc2)C1 (centres undefined)	0.0	2.3	6	1.2	-0.1	-7	-2.0	-0.8	2	-6	-3
51	CC1(C)Cc2ccccc2-c2nc(CN3CCOCC3)[nH]c(=O)c21	2.4	-0.1	-7	-1.6	0.5	-2	-0.4	-0.8	-1	-2	-3
52	CC1(Cc2cccc(C(N)=O)c2)C(=O)Nc2c(Cl)cccc21 (centres undefined)	0.6	-0.4	-14	0.9	.	-2	-1.0	-0.5	8	-5	-1
53	O=C(NCc1ccc2c(c1)OCO2)c1ccc(Br)cc1	2.5	-0.2	-3	2.2	0.8	-3	3.1	-0.9	2	-4	-1
54	Cc1ccc(N2CC(O)Cn3c2nc2c3c(=O)[nH]c(=O)n2C)cc1 (centres undefined)	0.4	-0.1	-12	0.3	1.1	-9	-1.4	-1.2	12	-5	1
55	COc1ccc(CCNC(=O)CSCc2ccc(C)cc2)cc1OC	2.7	-0.6	-3	-0.8	-0.4	-1	2.0	-1.9	-7	-4	-1
56	Cc1cccc(C(=O)NCC(=O)OCc2nnc(-c3ccccc3)o2)c1	1.5	1.0	2	-1.8	1.2	-10	1.2	-0.6	5	-6	-4
57	CCn1cc(CN(C)C(=O)CSc2nc(-c3ccco3)cc(C(F)(F)F)n2)c(C)n1	-2.1	-0.3	-1	-0.9	-1.9	-2	-2.0	-1.4	5	1	1
58	O=C(C1COc2ccccc2O1)N1CCc2ccccc2C1 (centres undefined)	3.0	0.2	0	5.6	1.3	3	1.2	-0.8	-10	-3	0
59	COCCn1c(-c2ccc(Cl)cc2)nc2oc3cc(OC)ccc3c(=O)c2c1=O	-2.6	-0.1	-9	-4.9	.	-12	2.9	-1.1	11	-4	-3

# Screening results: PubChem BioAssay, The Scripps Research Institute Molecular Screening Center
